# Screening data: PubChem BioAssay, several laboratories
# DPM-DC inhibit: S. pneumoniae DPM-DC inhibitors, primary screen, biochemical, PK/LDH-coupled NADH fluorescence; 65,000 tested, 0.49% active; diphosphomevalonate decarboxylase (Streptococcus pneumoniae D39); AID 556, 2006; calls only at 10 µM; purified DPM-DC;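 active = the 320 compounds with the highest percent inhibition in the single-dose primary screen, excluding strongly autofluorescent ones, cut at about 32% in these data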;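 note: kinetic rate of NADH fluorescence loss reporting ADP formed by the decarboxylase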
# LYP inhibition: LYP phosphatase inhibitors, primary screen, biochemical, DiFMUP fluorescence, recombinant catalytic domain, 10 µM (AID 606); recombinant LYP catalytic domain, DiFMUP fluorescence; higher % means a stronger effect; inhibition, % at 10 µM, or IC50 in µM where a hit was titrated; 52,000 tested, under 10 active; Tyrosine-protein phosphatase non-receptor type 22 (Homo sapiens);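 active = IC50 under 40 µM in the dose-response test; inactive = IC50 of 40 µM or more, or never dose-tested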
# Spn PMK inh: S. pneumoniae PMK inhibitors, primary screen, biochemical, mevalonate pathway, pilot trial included | phosphomevalonate kinase (Streptococcus pneumoniae D39) | purified PMK, PK/LDH-coupled NADH absorbance 340 nm | inhibition, % at 10 µM | 65,000 tested, 0.49% active | AID 539, 2006;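 active = top-ranked compounds by inhibition in the single 10 µM screen, taking a fixed number of the strongest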;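 note: 0% = full reaction with DMSO carrier and 100% = background rate without enzyme reaction; no value below 0 was filed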
# HPDE-C7K KRASV12: cytotoxicity in KRAS-transformed pancreatic duct cells, primary screen, cell-based, fluorescence, HTS (AID 431). 63,000 tested, 1.7% active. cytotoxicity, % at 10 µM, or EC50 in µM where a hit was titrated. HPDE-C7K KRASV12 cells, Alamar Blue viability, 48 h; higher % means a stronger effect;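 active = compounds whose percent cytotoxicity in the single-dose primary screen, scaled between solvent and toxic-drug controls, exceeds 50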;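 note: 0% = DMSO solvent wells and 100% = doxorubicin-treated wells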
# TNAP inhibition: human TNAP enzyme inhibitors, biochemical, luminescent (AID 518). purified TNAP enzyme, luminescent substrate readout; higher % means a stronger effect. inhibition, % at 20 µM, or IC50 in µM where a hit was titrated. 64,000 tested, 0.09% active; in the data active = a potency from the dose series; inactive = the rest, 99 in 100 with inhibition below about 22%;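 note: plate controls were vehicle for no effect and reference inhibitor for full effect; many of its hits are not listed in these tables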
# HT1080 cytotoxicity: cytotoxicity in HT1080 fibrosarcoma cells, cell-based, fluorescence readout (AID 620); HT1080 viability, fluorescence; higher % means a stronger effect; cytotoxicity, % at 10 µM, or EC50 in µM where a hit was titrated; 87,000 tested, 0.42% active;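 note: cells exposed to compound overnight then 4 h with Alamar Blue; 0% = vehicle DMSO and 100% = killing control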
# MK inhibit: S. pneumoniae MK inhibitors, primary screen, biochemical, PK/LDH-coupled NADH absorbance; mevalonate kinase [Streptococcus pneumoniae D39]; purified MK, PK/LDH-coupled NADH absorbance 340 nm; inhibition, % at 10 µM; 65,000 tested, 0.48% active; AID 555, 2006;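 active = ranked among the strongest by inhibition in the single 10 µM screen, a fixed top-ranked set picked for dose follow-up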; note: no value below 0 was filed
# Bfl-1 displacement: Bfl-1 inhibitors, primary screen, biochemical, fluorescence polarization, FITC-Bid, mouse (AID 432); 64,000 tested, 0.02% active; Bcl-2-related protein A1 (Mus musculus); FITC-Bid BH3 peptide fluorescence polarization displacement; higher % means a stronger effect; displacement, % at 20 µM; hits with a dose series show IC50 in µM; in the data active = a potency from the dose series; inactive = the rest, 99 in 100 with displacement below about 15%; note: strong numbers were not always called active
# HPDE-C7 viability: cytotoxicity in HPDE-C7 cells, cell-based, fluorescence, HTS (AID 430); 63,000 tested, 1.8% active; HPDE-C7 pancreatic duct cells viability, fluorescence; higher % means a stronger effect; cytotoxicity, % at 10 µM; hits with a dose series show EC50 in µM;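 note: cells exposed to compound for 48 hours before viability readout; 0% = vehicle and 100% = reference cytotoxic drug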
# Spn PMK inh pilot replicates: recorded beside Spn PMK inh, whose call it bears; inhibition, %; measured here: pilot screen replicates
# MK inhibit pilot replicates: second read-out of MK inhibit, no call of its own (marks repeat the call); inhibition, %; measured here: pilot screen replicates
# DPM-DC inhibit pilot screen %: second read-out of DPM-DC inhibit, no call of its own (marks repeat the call); inhibition, %; measured here: pilot screen trials
# An asterisk follows results filed as active; i = inactive; . = no result given. Cut-off read from the data, not from the text of the source, unless noted: active = cytotoxicity above about 50%; inactive = the rest.
SMILES,DPM-DC inhibit,LYP inhibition,Spn PMK inh,HPDE-C7K KRASV12,TNAP inhibition,HT1080 cytotoxicity,MK inhibit,Bfl-1 displacement,HPDE-C7 viability,others
CC(=O)C1=C(O)C(=O)N(c2cc(C(C)(C)C)on2)C1c1ccc(C(C)C)cc1 (stereo unspecified),i,8%,15,-2%,14%,5%,10,3%,-2%,
Cc1cccc(NC(=O)C2CC(O)CN2C(=O)OCc2ccccc2)c1 (stereo unspecified),i,4%,21,-22%,4%,-11%,7,-13%,-17%,
CCCSc1nc2c(c(=O)n(C)c(=O)n2C)n1Cc1ccc(C)cc1,i,17%,11,-6%,7%,18%,0,-12%,-4%,
COc1ccc(S(=O)(=O)N2CCC(O)(c3ccc(Cl)cc3)CC2)cc1,i,7%,12,13%,16%,2%,6,-3%,4%,
CCCCn1c(-c2ccc(Cl)cc2)nc2c(=O)n(C)c(=O)[nH]c21,i,1%,1,6%,9%,-1%,0,-6%,16%,
C/C(=N\O)c1ccc(N2C(=O)C3CC=C(Cl)CC3C2=O)cc1 (stereo unspecified),i,-2%,0,16%,13%,-11%,0,3%,-3%,
COc1ccc(O)c(-c2cc(-c3cccs3)[nH]n2)c1,i,2%,0,34%,-8%,-3%,0,6%,27%,
O=C(Nc1ccccn1)C(NS(=O)(=O)c1cccc2nsnc12)c1ccccc1 (stereo unspecified),i,8%,13,-4%,6%,-3%,0,-1%,1%,
CCCOc1ccccc1-c1nc(SCCC(=O)O)n[nH]1,i,1%,7,1%,8%,4%,9,-12%,4%,
COc1ccc(CNC(=O)COC(=O)c2ccc3c(c2)OCCO3)cc1,i,3%,14,-8%,12%,-12%,0,-1%,-5%,
CCN1CCN(c2nc3c(c(=O)[nH]c(=O)n3C)n2CCCSc2ncccn2)CC1,i,5%,12,3%,4%,-5%,10,-6%,8%,
COc1ccc(CNc2nc3c(c(=O)n(Cc4ccc(Br)cc4)c(=O)n3C)n2C)cc1,i,-2%,14,35%,6%,33%,2,-5%,23%,
Cc1ccccc1N1C(=O)CC(N2CCC(C(N)=O)CC2)C1=O (stereo unspecified),i,9%,6,-12%,0%,-5%,13,-21%,-7%,
COc1ccccc1-c1nnc2sc(COc3ccc(F)cc3)nn12,i,1%,7,13%,12%,-6%,4,-7%,8%,
COc1cccc(C2NC(=O)NC(C)=C2C(=O)Nc2cccc(C)c2C)c1 (stereo unspecified),i,-2%,1,-6%,11%,-4%,9,3%,-16%,
Cc1ccc(C(=O)C2C(c3cccs3)NC(=O)NC2(O)C(F)(F)F)cc1 (stereo unspecified),i,.,0,-11%,10%,-8%,16,-3%,5%,
O=C(CSCC(=O)N1CCOCC1)Nc1ccccc1,i,-3%,12,-5%,9%,-9%,4,-5%,-4%,
Oc1c(Cl)cc(Cl)c2c1NCCC2,i,-28%,6,19%,14%,-2%,0,9%,5%,Spn PMK inh pilot replicates=3.0;MK inhibit pilot replicates=2.0;DPM-DC inhibit pilot screen %=2.0
CCSc1nc(C)c(CC)c(C)c1C(N)=O,i,-4%,4,-1%,8%,4%,4,-1%,2%,
Cc1cccc(N2CCN(C(=O)c3ccncc3)CC2C)c1 (stereo unspecified),i,-4%,17,7%,0%,-2%,9,-12%,-2%,
Cc1cc(NC(=O)CSc2nc3cc4c(cc3c(=O)n2CCc2ccccc2)OCO4)no1,i,0%,18,-4%,14%,3%,3,-4%,-7%,
Cn1c(SCC(=O)N2CCCc3ccccc32)nnc1-c1cccs1,i,5%,6,.,-3%,-14%,8,0%,.,
Cc1ccc2c(CC(=O)N3CCc4ccccc43)coc2c1,i,3%,0,-10%,8%,0%,0,-4%,-7%,
COC(=O)C1=C(C)N=C2SCCC(=O)N2C1c1cccs1 (stereo unspecified),i,-1%,0,12%,7%,3%,12,1%,-6%,
O=C1C(=O)N(CCO)C(c2cccc(F)c2)/C1=C(\O)c1ccc(Cl)cc1 (stereo unspecified),i,8%,7,-1%,8%,18%,0,-3%,2%,

# Additional entries
SMILES,DPM-DC inhibit,LYP inhibition,Spn PMK inh,HPDE-C7K KRASV12,TNAP inhibition,HT1080 cytotoxicity,MK inhibit,Bfl-1 displacement,HPDE-C7 viability,others
CCc1nc2scc(-c3ccccc3)c2c(=O)n1N,i,-2%,0,5%,12%,-4%,7,-8%,-3%,Spn PMK inh pilot replicates=0.0;MK inhibit pilot replicates=0.0;DPM-DC inhibit pilot screen %=1.0
CCCCC(=O)Nc1ccc(C(=O)N2CCN(C)CC2)cc1,i,-1%,7,-5%,2%,0%,14,-5%,-6%,
CCOCCCNCC(=O)Nc1ccc(OC(F)(F)F)cc1,i,.,5,0%,7%,0%,38,-1%,1%,
Cc1cc(C)c2oc(=O)cc(CN3CCOCC3)c2c1,i,16%,0,7%,4%,31%,2,-1%,11%,Spn PMK inh pilot replicates=4.5;MK inhibit pilot replicates=0.0;DPM-DC inhibit pilot screen %=0.5
COc1cc2[nH]c3c(N4CCN(c5ccc(Cl)cc5)CC4)ncnc3c2cc1OC,i,3%,9,3%,5%,12%,1,-13%,-7%,
Cc1cccc(C)c1NC(=O)COC(=O)c1nonc1N,i,-3%,8,-12%,6%,1%,13,-9%,-7%,Spn PMK inh pilot replicates=1.0;MK inhibit pilot replicates=0.5;DPM-DC inhibit pilot screen %=0.0
Cc1ccc2c(C)nc(NC3=NCN(C(C)C)CN3)nc2c1,i,-4%,9,-7%,2%,6%,12,1%,-8%,Spn PMK inh pilot replicates=0.0;MK inhibit pilot replicates=0.0;DPM-DC inhibit pilot screen %=0.0
CC(=O)Nc1ccc(OC/C=C(\C)Cl)cc1,i,10%,7,.,8%,2%,6,0%,.,
CCN(CC)CCc1c(C)[nH]c(C(=O)OCc2ccccc2)c1C,i,11%,4,-16%,0%,1%,3,12%,-29%,
Cn1c(CCN2CCCCC2)nc2cc(NC(=O)C3CCCCC3)ccc21,i,3%,12,-5%,-4%,5%,6,1%,-4%,
CC(NC(=O)Nc1cccnc1)(C(F)(F)F)C(F)(F)F,i,1%,6,4%,14%,6%,0,1%,0%,
CCC1Oc2ccccc2N(CC(=O)NCCCN2CCOCC2)C1=O (stereo unspecified),i,.,4,3%,5%,-2%,3,-5%,-1%,
CCCC(=O)Nc1cccn(Cc2ccccc2Br)c1=O,i,-3%,8,-5%,6%,21%,8,-1%,3%,
Clc1cccc(CSc2nnc(-c3cccnc3)n2Cc2ccco2)c1,i,13%,14,-13%,11%,13%,16,-2%,-32%,
COC(=O)C1C(c2ccccc2)C(C(=O)N2CCOCC2)C1c1ccccc1 (stereo unspecified),i,.,9,5%,11%,-6%,15,0%,-2%,
FC(F)(F)c1ccc(Sc2nnc(-c3cccs3)n2CC2CCCO2)nc1 (stereo unspecified),i,2%,12,0%,18%,9%,4,-2%,3%,Spn PMK inh pilot replicates=1.5;MK inhibit pilot replicates=0.0;DPM-DC inhibit pilot screen %=0.0
CCN(CC)S(=O)(=O)c1cc(C(=O)OC)ccc1Cl,i,-2%,0,-6%,1%,.,9,-4%,-23%,
CCCn1c(=O)c(-c2ccccc2)c(O)c2ccccc21,i,12%,10,3%,7%,12%,3,-3%,-3%,
Cc1cc2cc(CNC(=O)C3CCCC3)ccc2n1C,i,11%,13,0%,8%,.,6,2%,-6%,
Cc1ccc(-c2noc(CCC(=O)Nc3cccc(C#N)c3)n2)cc1,i,12%,14,3%,5%,-7%,5,-5%,-7%,
COc1ccc(NC2c3ncccc3C(=O)N2Cc2ccccc2)c(OC)c1 (stereo unspecified),i,.,20,6%,14%,-15%,32,4%,6%,Spn PMK inh pilot replicates=3.5;MK inhibit pilot replicates=7.0;DPM-DC inhibit pilot screen %=1.5
Oc1ccc(C=Nc2ccc3ncccc3c2)c(O)c1,i,6%,0,28%,15%,3%,9,5%,24%,
O=C1CCCN1c1ccc(S(=O)(=O)N2CCC(c3ccccc3)CC2)cc1,i,10%,3,-6%,-8%,3%,6,0%,4%,
COc1ccccc1-c1c(C)nn2c(NCCN3CCCC3)cc(C)nc12,i,-5%,5,9%,6%,0%,1,1%,-1%,
CC(C)N1C(=O)CCC1C(=O)NCCc1ccc(Cl)cc1 (stereo unspecified),i,1%,10,-7%,1%,5%,8,-1%,-3%,

# (further entries)
SMILES,DPM-DC inhibit,LYP inhibition,Spn PMK inh,HPDE-C7K KRASV12,TNAP inhibition,HT1080 cytotoxicity,MK inhibit,Bfl-1 displacement,HPDE-C7 viability,others
CC(=O)Nc1cc(N2C(=O)CCC2=O)ccc1Cl,i,8%,7,-26%,4%,-1%,5,1%,-21%,Spn PMK inh pilot replicates=3.0;MK inhibit pilot replicates=0.0;DPM-DC inhibit pilot screen %=5.5
COc1ccc2nc(NC(=O)CSc3nc4ccccc4o3)sc2c1,i,12%,14,-7%,12%,-3%,0,-1%,-3%,
CCOC(=O)c1ccc(Oc2nc(NC)nc(SC)n2)cc1,i,4%,8,-5%,0%,-18%,8,0%,-16%,
O=C1c2sc3nc4ccccc4n3c2C(=O)N1c1ccccc1Cl,i,9%,7,.,13%,3%,8,22%,.,
Cc1ccc(OCC(=O)NCc2ccccn2)cc1,i,.,9,2%,0%,-3%,0,-3%,7%,
CCCCOc1ccc(S(=O)(=O)n2c(C)nc3ccccc32)cc1,i,9%,0,-9%,9%,-12%,3,-9%,-6%,Spn PMK inh pilot replicates=0.0;MK inhibit pilot replicates=1.0;DPM-DC inhibit pilot screen %=0.0
Cn1c(=O)c(=O)n(C)c2cc(S(=O)(=O)N3CCN(Cc4ccccc4)CC3)ccc21,i,.,14,2%,-7%,2%,3,-5%,-8%,
CC(=O)Nn1cnc2c(c1=O)C1(CCCC1)Cc1ccccc1-2,i,4%,4,-19%,9%,-5%,3,6%,-11%,
Cc1c(O)c(CN2CCCC(C)C2)cc2c3c(c(=O)oc12)CCC3 (stereo unspecified),.,12%,3,-4%,23%,31%,6,-2%,-3%,Spn PMK inh pilot replicates=3.5;MK inhibit pilot replicates=1.5

# A draw from above in order of heavy-atom count, highest first.
SMILES,DPM-DC inhibit,LYP inhibition,Spn PMK inh,HPDE-C7K KRASV12,TNAP inhibition,HT1080 cytotoxicity,MK inhibit,Bfl-1 displacement,HPDE-C7 viability,others
Cn1c(=O)c(=O)n(C)c2cc(S(=O)(=O)N3CCN(Cc4ccccc4)CC3)ccc21,i,.,14,2%,-7%,2%,3,-5%,-8%,
COc1ccc2nc(NC(=O)CSc3nc4ccccc4o3)sc2c1,i,12%,14,-7%,12%,-3%,0,-1%,-3%,
CCOC(=O)c1ccc(Oc2nc(NC)nc(SC)n2)cc1,i,4%,8,-5%,0%,-18%,8,0%,-16%,
Cc1ccc(OCC(=O)NCc2ccccn2)cc1,i,.,9,2%,0%,-3%,0,-3%,7%,
